MBNL1-CUG inh = qHTS Assay for Inhibitors of MBNL1-poly(CUG) RNA binding; Muscleblind-like protein 1 (Homo sapiens), Q9NR56; TR-FRET MBNL1-His/biotin-(CUG)12 binding, 665/545 ratio; Potency, µM (top dose mostly 57.5 µM), inactives show at the highest dose activity change, negative = inhibition, usual class: inhibitors; 280,000 compounds, 0.036% hits; active = well fitted inhibition curve with a large enough effect in the signal ratio, with a control signal flat, not every such curve was filed as active; inconclusive = small, poorly fitted or top-dose-only effect, or effect the other way, or a change in a side signal; inactive = no such curve, though single readings can be large or run the other way; the % refers to the signal ratio; also: % is scaled to controls: 0 for no effect and ±100 for the full control effect
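Compound titration spanned 92 nM–58 uM against the MBNL1-His/biotin-(CUG)12 complex. After 60 min at room temperature with 5 nM streptavidin-XL665 and 0.055 ng/ul terbium anti-His, ratiometric 665/545 nm emission (Ex 340 nm) normalized to controls.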
FLuc modulator = qHTS profiling assay for firefly luciferase inhibitor/activator using purifed enzyme and Km concentrations of substrates (counterscreen for miR-21 project); Luciferin 4-monooxygenase (Photinus pyralis), P08659; AID 588342, 2011; 360,000 compounds, 6.9% hits; Potency, µM (top dose mostly 57.5 µM), for inactives: top-dose activity change, negative = inhibition, actives largely listed as inhibitors; purified FLuc, Km substrates, luminescence inhibition;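 also: plate controls were vehicle for no effect and reference inhibitor for full effect; nearly all actives have a fitted effect of over 55% in size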
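Purified P. pyralis luciferase, 10 nM final, with Km-level 10 uM D-luciferin and 10 uM ATP in 50 mM Tris acetate pH 7.5, 10 mM Mg acetate, 0.01% Tween-20, 0.05% BSA; 6-point qHTS titration about 60 µM downward; luminescence read.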
CXXC DNA block = qHTS Fluorescence Polarization Assay for Inhibitors of MLL CXXC domain - DNA interaction | Histone-lysine N-methyltransferase 2A (Homo sapiens), Q03164 | MLL-CXXC / FITC-HOXA9 DNA fluorescence polarization | Potency, µM (highest dose often 115 µM), inactives show at the highest dose activity change, negative = inhibition, usual class: inhibitors | 290,000 compounds, 0.037% hits | AID 2662, 2010; active = well fitted inhibition curve with a large enough effect in the polarisation, with a control signal flat, not every such curve was filed as active; inconclusive = small, poorly fitted or top-dose-only effect, or effect the other way, or a change in a side signal; inactive = no such curve, though single readings can be large or run the other way; the % refers to the polarisation
Target sequence (Q03164 whole entry, looked up, the tested form may be a part): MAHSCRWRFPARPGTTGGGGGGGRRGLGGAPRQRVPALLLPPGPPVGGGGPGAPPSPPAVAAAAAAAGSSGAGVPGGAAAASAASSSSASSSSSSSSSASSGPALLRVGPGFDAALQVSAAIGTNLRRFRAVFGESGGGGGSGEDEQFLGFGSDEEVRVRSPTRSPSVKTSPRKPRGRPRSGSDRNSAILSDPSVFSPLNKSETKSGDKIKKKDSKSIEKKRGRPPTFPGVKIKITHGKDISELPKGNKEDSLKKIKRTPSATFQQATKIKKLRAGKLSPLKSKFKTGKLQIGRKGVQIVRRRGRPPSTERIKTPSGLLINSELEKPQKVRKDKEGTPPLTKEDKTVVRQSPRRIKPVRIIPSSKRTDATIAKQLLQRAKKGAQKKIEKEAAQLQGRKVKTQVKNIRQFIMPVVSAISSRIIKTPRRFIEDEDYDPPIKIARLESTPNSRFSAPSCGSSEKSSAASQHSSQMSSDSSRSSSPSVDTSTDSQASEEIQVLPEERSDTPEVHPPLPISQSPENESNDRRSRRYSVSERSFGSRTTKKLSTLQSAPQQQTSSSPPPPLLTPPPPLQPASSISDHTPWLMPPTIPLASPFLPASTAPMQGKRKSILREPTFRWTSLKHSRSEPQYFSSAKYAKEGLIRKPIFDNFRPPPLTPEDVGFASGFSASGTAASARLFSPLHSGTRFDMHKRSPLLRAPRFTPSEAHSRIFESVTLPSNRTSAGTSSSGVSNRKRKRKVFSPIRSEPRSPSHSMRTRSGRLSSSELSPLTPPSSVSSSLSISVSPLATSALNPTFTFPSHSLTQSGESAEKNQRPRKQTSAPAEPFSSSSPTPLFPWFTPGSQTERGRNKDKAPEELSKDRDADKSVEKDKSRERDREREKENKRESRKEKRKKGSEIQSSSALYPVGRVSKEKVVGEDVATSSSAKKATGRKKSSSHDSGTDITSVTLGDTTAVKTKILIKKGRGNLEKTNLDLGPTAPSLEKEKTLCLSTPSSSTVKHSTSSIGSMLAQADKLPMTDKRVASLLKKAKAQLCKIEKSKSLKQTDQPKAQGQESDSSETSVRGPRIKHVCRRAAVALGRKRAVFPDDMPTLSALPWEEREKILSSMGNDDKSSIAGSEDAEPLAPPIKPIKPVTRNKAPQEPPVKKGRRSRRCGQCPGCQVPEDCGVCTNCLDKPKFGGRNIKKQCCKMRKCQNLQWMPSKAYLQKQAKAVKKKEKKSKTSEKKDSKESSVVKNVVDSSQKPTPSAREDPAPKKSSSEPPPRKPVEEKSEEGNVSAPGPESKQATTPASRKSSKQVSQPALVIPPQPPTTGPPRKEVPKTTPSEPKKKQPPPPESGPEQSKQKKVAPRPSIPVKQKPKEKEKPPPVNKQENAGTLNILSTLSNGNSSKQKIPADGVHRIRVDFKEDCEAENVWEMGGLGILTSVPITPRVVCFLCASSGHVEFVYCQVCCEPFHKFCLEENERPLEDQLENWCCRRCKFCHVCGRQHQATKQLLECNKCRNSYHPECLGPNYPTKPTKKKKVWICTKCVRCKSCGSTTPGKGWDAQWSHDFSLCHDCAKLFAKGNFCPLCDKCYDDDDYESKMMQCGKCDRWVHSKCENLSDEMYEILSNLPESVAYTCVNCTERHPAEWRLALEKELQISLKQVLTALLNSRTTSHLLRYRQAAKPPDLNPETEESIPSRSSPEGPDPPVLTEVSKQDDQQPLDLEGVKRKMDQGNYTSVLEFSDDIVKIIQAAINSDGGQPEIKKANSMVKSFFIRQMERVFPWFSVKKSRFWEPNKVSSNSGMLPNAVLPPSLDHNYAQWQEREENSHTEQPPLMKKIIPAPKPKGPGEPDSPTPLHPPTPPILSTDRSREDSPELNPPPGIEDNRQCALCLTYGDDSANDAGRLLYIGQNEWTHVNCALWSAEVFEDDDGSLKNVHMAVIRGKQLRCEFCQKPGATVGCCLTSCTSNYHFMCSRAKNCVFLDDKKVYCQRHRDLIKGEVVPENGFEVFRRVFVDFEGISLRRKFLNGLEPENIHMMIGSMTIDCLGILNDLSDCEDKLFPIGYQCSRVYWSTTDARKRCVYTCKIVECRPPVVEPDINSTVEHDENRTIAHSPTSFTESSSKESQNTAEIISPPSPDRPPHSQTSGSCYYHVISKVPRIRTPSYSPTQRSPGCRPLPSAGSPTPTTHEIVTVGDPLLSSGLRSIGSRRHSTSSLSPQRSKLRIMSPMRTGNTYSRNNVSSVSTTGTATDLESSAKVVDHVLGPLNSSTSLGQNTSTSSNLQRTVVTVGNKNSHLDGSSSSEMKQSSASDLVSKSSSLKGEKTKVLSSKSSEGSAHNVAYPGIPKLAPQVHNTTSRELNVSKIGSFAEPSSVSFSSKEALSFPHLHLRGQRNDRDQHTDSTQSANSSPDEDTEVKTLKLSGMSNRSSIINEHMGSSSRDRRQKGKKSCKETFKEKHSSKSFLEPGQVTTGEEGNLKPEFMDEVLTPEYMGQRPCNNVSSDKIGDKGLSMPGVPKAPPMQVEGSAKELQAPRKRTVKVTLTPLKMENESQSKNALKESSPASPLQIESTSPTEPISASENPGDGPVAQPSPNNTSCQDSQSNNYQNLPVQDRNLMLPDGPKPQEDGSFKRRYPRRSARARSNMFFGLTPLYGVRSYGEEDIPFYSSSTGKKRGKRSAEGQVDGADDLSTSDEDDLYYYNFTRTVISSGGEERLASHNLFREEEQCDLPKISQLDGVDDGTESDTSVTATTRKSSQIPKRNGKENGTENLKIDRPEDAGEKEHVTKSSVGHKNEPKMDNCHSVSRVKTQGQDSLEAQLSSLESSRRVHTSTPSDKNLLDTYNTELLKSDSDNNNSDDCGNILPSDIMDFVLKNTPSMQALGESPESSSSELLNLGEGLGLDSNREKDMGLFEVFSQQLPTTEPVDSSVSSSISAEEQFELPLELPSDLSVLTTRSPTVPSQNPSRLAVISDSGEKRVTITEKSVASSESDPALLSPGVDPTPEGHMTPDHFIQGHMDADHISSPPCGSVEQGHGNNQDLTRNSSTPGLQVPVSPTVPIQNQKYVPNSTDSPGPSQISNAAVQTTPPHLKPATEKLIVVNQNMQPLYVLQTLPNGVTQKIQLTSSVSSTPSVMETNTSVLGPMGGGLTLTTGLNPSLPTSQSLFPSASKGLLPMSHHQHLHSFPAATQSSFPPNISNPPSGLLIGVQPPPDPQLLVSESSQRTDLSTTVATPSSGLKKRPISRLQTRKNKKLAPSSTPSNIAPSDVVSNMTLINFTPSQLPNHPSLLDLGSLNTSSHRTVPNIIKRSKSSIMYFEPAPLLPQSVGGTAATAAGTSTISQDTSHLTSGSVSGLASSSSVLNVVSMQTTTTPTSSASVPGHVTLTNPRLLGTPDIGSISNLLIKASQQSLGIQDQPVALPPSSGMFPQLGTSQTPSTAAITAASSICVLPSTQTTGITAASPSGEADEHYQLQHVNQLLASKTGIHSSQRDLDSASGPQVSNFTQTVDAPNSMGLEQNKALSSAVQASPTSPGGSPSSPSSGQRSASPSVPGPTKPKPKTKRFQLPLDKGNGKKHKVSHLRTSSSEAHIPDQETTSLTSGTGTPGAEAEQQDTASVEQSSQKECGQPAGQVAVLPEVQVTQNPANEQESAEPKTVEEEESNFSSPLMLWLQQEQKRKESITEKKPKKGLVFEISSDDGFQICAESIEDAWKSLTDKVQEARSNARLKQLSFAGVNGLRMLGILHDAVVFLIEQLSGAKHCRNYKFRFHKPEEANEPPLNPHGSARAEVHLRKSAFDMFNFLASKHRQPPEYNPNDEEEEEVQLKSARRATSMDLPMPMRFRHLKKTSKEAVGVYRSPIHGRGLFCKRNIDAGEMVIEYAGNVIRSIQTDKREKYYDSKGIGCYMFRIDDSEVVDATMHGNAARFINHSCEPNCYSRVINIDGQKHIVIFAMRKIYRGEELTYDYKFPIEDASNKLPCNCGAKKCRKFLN
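Steps: dispense CXXC domain solution (7 uM) → pin compounds or unlabeled HOX-A9 DNA control → 5 min ambient → add FLSN-HOX-A9 solution (50 nM) → spin → 30 min ambient → fluorescence polarization. Tris pH 7.5/NaCl/DTT/BSA buffer.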
BRCA1 expr act = qHTS Assay to Identify Small Molecule Activators of BRCA1 Expression | MCF7-BRCA1-FFLuc reporter, luminescence, 48 h; response scale: scaled: vehicle 0%, 10 µM genistein 100% | Potency, µM (doses to about 46.1 µM), for the others: at the top dose activation, actives largely listed as activators | 380,000 compounds, 1.1% hits | AID 624202, 2012; also: nearly all actives have a fitted effect of over 80% in size; some results filed as inactive show a strong effect at the top dose
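Quantitative HTS in MCF7 cells stably reporting BRCA1 expression via firefly luciferase. Compound treatment lasts 48 h at 37 °C in phenol-red free MEM. Activation is expressed relative to genistein at 10 microM and DMSO.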
VP16 counter = VP16 counterscreen qHTS for inhibitors of ROR gamma transcriptional activity; Drosophila S2 Gal4-VP16 UAS-luciferase, luminescence, 20 h; 310,000 compounds, 3.5% hits; AID 2546, 2010; Potency, µM (doses to about 53.6 µM), for inactives: at the top dose activity, negative = inhibition, usual class: inhibitors;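 also: Gal4-VP16 expression switched on by copper sulfate through the metallothionein promoter; % is scaled to controls: 0 for no effect and ±100 for the full control effect; nearly all actives have a fitted effect of over 50% in size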
NPC1 promoter act = qHTS Assay for NPC1 Promoter Activators; 320,000 compounds, 2.4% hits; Potency, µM (titrated, usually from 9.22 µM), for inactives: top-dose activation, hits mostly activators; Huh7 NPC1 promoter luciferase reporter, 24 h;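 also: % of control where 0% means no effect; nearly all actives have a fitted effect of over 60% in size; reporter is driven by a mutant NPC1 promoter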
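Luciferase expression driven by the NPC1 promoter was measured in stably transfected Huh7 cells after a 24 h compound incubation, using a luciferase reagent and a luminescence read.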
Rab9 prom act = qHTS Assay for Rab9 Promoter Activators | Huh7 Rab9 promoter-luciferase reporter, luminescence, 24 h | AID 485297, 2010 | 320,000 compounds, 2.8% hits | Potency, µM (doses to about 9.22 µM), without a hit: at the top dose activation, negative = inhibition, actives largely listed as activators; also: % of control where 0% means no effect; nearly all actives have a fitted effect of over 60% in size
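Luminescence read-out: Huh7 cells stably expressing Rab9-luciferase, treated 24 h with compound at 37 °C, then lysed with luciferase reagent for 10 min at ambient before reading.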
p53 reactivation = qHTS assay for re-activators of p53 using a Luc reporter | H1299 p53-A138V BP100-luciferase reporter, luminescence, 24 h | Potency, µM (titrated, usually from 92.2 µM), inactives show at the highest dose activity change, positive = activation, usual class: activators | 320,000 compounds, 0.063% hits | AID 504706, 2011; also: % of control where 0% means no effect; nearly all actives have a fitted effect of over 45% in size
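p53-null H1299 cells stably carrying temperature-sensitive p53-A138V and a BP100-luciferase reporter were pinned with compounds (4-point, 1:5 series) and held 24 hrs at 37 deg C. Luminescence was read 10 min after detection reagent.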
uPA generation = qHTS for Inhibitors of Cell Surface uPA Generation. cell surface uPA generation assay, qHTS. Potency, µM (series often up to 38.3 µM), without a hit: top-dose activity change, negative = inhibition, actives largely listed as inhibitors. 330,000 compounds, 0.31% hits; active = well fitted inhibition curve with a large enough effect; inconclusive = small, poorly fitted or top-dose-only effect; inactive = no such curve, though single readings can be large or run the other way; tested in mouse RAW 264.7 cells; also: % is scaled to controls: 0 for no effect and ±100 for the full control effect; nearly all actives have a fitted effect of over 55% in size
ELG1 genotoxic = qHTS screen for small molecules that induce genotoxicity in human embryonic kidney (HEK293T) cells expressing luciferase-tagged ELG1; HEK293T ELG1-luciferase reporter, luminescence, 16 h; Potency, µM (highest dose often 46 µM), inactives show at the highest dose activity change, positive = activation, most hits filed as activators; 330,000 compounds, 1.3% hits; AID 504466, 2011; also: % of control where 0% means no effect; nearly all actives have a fitted effect of over 60% in size
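DMSO vehicle served as control against compound-treated ELG1-luciferase HEK293T cells; exposure lasted 16 hr at 37 °C and 5% CO2, followed by ONE-Glo luminescence detection after 30 min.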
RORgamma inh = qHTS for inhibitors of ROR gamma transcriptional activity; Nuclear receptor ROR-gamma (Mus musculus), P51450; Drosophila S2 Gal4-RORgamma UAS-luciferase reporter, 20 h; Potency, µM (doses to about 53.6 µM), for inactives: at the top dose activity change, negative = inhibition, actives largely listed as inhibitors; 310,000 compounds, 5.4% hits; AID 2551, 2010; also: % is scaled to controls: 0 for no effect and ±100 for the full control effect; nearly all actives have a fitted effect of over 60% in size
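A Gal4/UAS one-hybrid system in insect cells: metallothionein-promoter Gal4–ROR gamma fusion plus Photinus luciferase reporter. Copper sulfate 700 uM final, 20 hr ambient incubation, luminescent detection after 10 min with reagent.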
An asterisk follows results filed as active; ? = inconclusive; / = not tested or not shown; [ ] = another dose, or the depositor's remark. Unless noted, calls follow the shape of the dose curve; as a rule, active = well fitted curve in the direction sought with a large enough effect; inconclusive = small, poorly fitted or top-dose-only effect, or another doubt; inactive = no such curve, though single readings can be large; an effect the other way counts as inactive or inconclusive. Potency is read from the fitted curve at half-maximal effect. An excerpt; rates above refer to the full screens.

SMILES | MBNL1-CUG inh | FLuc modulator | CXXC DNA block | BRCA1 expr act | VP16 counter | NPC1 promoter act | Rab9 prom act | p53 reactivation | uPA generation | ELG1 genotoxic | RORgamma inh
Cc1ccc(-c2nn3c(C)nnc3s2)cc1NC(=O)COc1ccc(Cl)cc1 | 0% | -3% | 13% | 0% | 5% | -4% | -1% | -1% | -1% | -8% | ?
Cc1cc(OCC(=O)NC2CC(C)(C)NC(C)(C)C2)c(C)cc1Br | -8% | 4% | 2% | -31% | -7% | -2% | 15% | -20% | -11% | -5% | 1%
CC(C)(c1ccccc1)c1ccc(OCC2CO2)cc1 (configuration not stated) | -6% | -2% | -10% | 18% | 3% | -3% | 4% | -2% | 3% | -3% | 20%
C=CCN1C(c2ccc(OCC)cc2)=CS/C1=C(\C#N)c1nnc2n1CCCCC2 | 5% | 2% | 2% | -37% | / | 1% | 0% | -21% | -18% | -29% | 10%[0.365 µM]
O=C(c1ccc([N+](=O)[O-])o1)N1CCOCC1 | / | 4% | -2% | -9% | -4% | -2% | 0% | 11% | -2% | 2% | 16µM*
CC(=O)CSc1nc(-c2ccccc2)c(-c2ccccc2)o1 | 4% | 3% | 1% | 11% | -9% | 0% | -1% | -4% | ? | -1% | 7%
O=C(CN(C(=O)CNC(=O)c1cccs1)c1ccccc1F)NC1CCCCC1 | -2% | 0% | ? | 0% | 4% | 2% | 0% | -1% | 0% | -8% | -6%
Cc1cc(N2C(=O)C(O)=C(C(=O)c3cc4ccccc4o3)C2c2cccc(Br)c2)no1 (configuration not stated) | 118%[activator] | 2% | 6% | -21% | ? | 0% | 1% | -3% | 5% | 0% | ?
CCCc1cc(=O)oc2cc(OCC(=O)OC)cc(OCC(=O)OC)c12 | 0% | -2% | 4% | / | 1% | -2% | 1% | 3% | / | 7% | 6%
COc1cc([N+](=O)[O-])ccc1NC(=O)COC(=O)CCS(=O)(=O)c1ccc(C)cc1 | / | 0% | / | 20% | / | 1% | -6% | -5% | -2% | -18% | /
CC(C)C(C(=O)Nc1ccc2c(c1)OCCOCCOCCOCCO2)N1C(=O)c2ccccc2C1=O (configuration not stated) | 10% | 2% | -1% | -4% | 3% | -4% | 2% | -2% | 3% | 0% | 5%
CSc1nccc(-c2sc(SC)c(C#N)c2-c2ccccc2)n1 | 34%[activator] | 3% | -1% | -16% | 2% | -3% | 3% | 2% | 1% | 2% | 2%
COc1ccc(/C=N/NC2=NS(=O)(=O)c3ccccc32)cc1OC | ? | -19% | 5% | 2% | -6% | -2% | -1% | -7% | 1% | 0% | -39%
O=C(CSc1ncn(-c2ccccc2)n1)Nc1ccc2c(c1)OCCO2 | 0% | ? | 7% | 1% | -4% | 1% | -2% | -1% | / | 6% | 4%[10 µM]
COc1cccc(N(CC(=O)NCc2ccco2)C(=O)CCC(=O)Nc2nccs2)c1 | 4% | 0% | -10% | -2% | 2% | -3% | 0% | -6% | -2% | -5% | 12%
Cc1cnc(NC(=O)Cn2cnc3c2c(=O)n(C)c(=O)n3C)s1 | -14% | 0% | -8% | 0% | 2% | -5% | -5% | -1% | 1% | -3% | -6%
c1ccc(CCc2nn3c(Cn4cnc5ccccc54)nnc3s2)cc1 | -6% | 20% | -6% | -34% | -5%[0.365 µM] | 1% | -6% | -12% | -12% | 17% | 43%
Cc1oc(-c2cccs2)nc1CN1CCC(c2ccccc2)CC1 | 5% | -2% | 1% | 0% | 2% | -1% | -2% | -4% | 0% | 0% | ?
Cc1cc(C)cc(N(CC(=O)NC2CCCCC2)C(=O)CCCC(=O)Nc2ccccn2)c1 | 1% | -2% | -9% | -14% | -26% | -2% | -5% | 1% | 2% | 0% | -3%
O=C(O)[C@H]1CCCC[C@H]1C(=O)NCCc1ccccc1 | -2% | 1% | 10% | 1% | -1% | 0% | 2% | 0% | / | 2% | 4%
CC/C(C)=N/NS(=O)(=O)c1ccc(C)c([N+](=O)[O-])c1 | 11% | 1% | -4% | 0% | -4% | 1% | -1% | -2% | -2% | 4% | 1%
NS(=O)(=O)c1ccc(NC(=S)NC(=O)c2cccnc2)cc1 | -6% | -1% | 1% | -24% | -4% | -2% | 4% | 0% | 0% | 1% | -3%
O=C(CN(Cc1ccc(F)cc1)C(=O)c1ccco1)NCc1ccc(F)cc1 | 2% | 5% | 0% | 0% | -6%[0.365 µM] | -1% | -3% | -2% | -2% | -10% | 1%
CCOc1ncccc1C(=O)Nc1cccc(C(=O)Nc2cccc(S(=O)(=O)CCO)c2)c1 | 6% | ? | -9% | -27% | ? | -1% | -8% | -17% | 4% | -2% | -8%
Cc1ccc(CN2CC(C(=O)N(Cc3nnc(-c4ccccc4Cl)o3)C3CC3)CC2=O)cc1 (configuration not stated) | / | 1% | / | -7% | / | 0% | -2% | 1% | -6% | -1% | /
Cc1ccccc1CC(=O)c1ccc(O)c(C)c1O | -5% | -8% | -1% | -23% | -5% | 0% | 12% | -2% | -4% | 0% | 14%
Cc1noc2ncnc(Oc3ccccc3)c12 | -3% | 1% | 8% | -4% | 5% | -6% | 1% | 0% | -4% | -3% | 12%
N#C/C(=C\Nc1ccccc1O)c1nc2ccccc2o1 | / | 19µM* | -5% | -76% | 3.5µM* | -4% | 0% | ? | -2% | -6% | ?
O=C(CCNC(=O)c1ccccc1Cl)Nc1ccncc1 | 0% | 3% | 6% | 9% | -4% | -4% | -5% | 3% | -2% | 0% | 0%
CC(=O)c1cccc(NC(=O)Nc2cnn(Cc3ccc(F)cc3)c2)c1 | 4% | ? | -1% | / | 0% | 9% | 13% | 16% | / | -8% | 0%
O=C(CNc1cccc2ccccc12)N/N=C/c1ccccn1 | ? | -18% | 17% | -21% | -12% | -1% | 3% | -4% | 5% | -11% | -34%
CN(C)/C=C(\C(=O)c1ccccc1)c1nnnn1-c1ccc(F)cc1 | -8% | 3% | -5% | -19% | -1% | 0% | -1% | -1% | 3% | 2% | -8%
CCOC(=O)COn1c(=O)c(-c2cccs2)[n+]([O-])c2ccccc21 | 1% | ? | 55%[activator] | 0% | 16% | 8% | 16% | 12% | 0% | -1% | 1%
O=S1(=O)C=C(Sc2nc3ccccc3s2)c2ccccc21 | 12% | 2.7µM* | 9% | -114%[inhibitor] | 2.8µM* | -33%[inhibitor] | -34%[inhibitor] | -19% | -10% | -45%[inhibitor] | 4.5µM*
CCc1noc(C)c1C(=O)N1CCN(S(=O)(=O)c2ccc(C)cc2)CC1 | / | -1% | / | -6% | / | -3% | -4% | 14% | -1% | 3% | /
COc1ccc(CC(=O)Nc2c3c(nn2-c2cccc(Cl)c2)CS(=O)C3)cc1 (configuration not stated) | ? | 1% | 0% | -31% | -7% | 2% | -8% | -1% | 4% | -1% | 15%
CCc1c(C)sc(NC(=O)c2cc(C(C)C)on2)c1C#N | -10% | ? | 7% | 59% | -9%[10 µM] | 10% | -3% | 13% | 4% | 6% | ?
Cc1ccnc(NS(=O)(=O)c2ccc(NC(=O)CN3C(=O)c4ccccc4S3(=O)=O)cc2)n1 | / | -3% | / | 1% | / | -1% | -2% | 6% | -5% | 0% | /
CN(Cc1ccccc1)S(=O)(=O)c1cc2c3c(c1)CCN3C(=O)CC2 | / | 5% | / | -16% | / | -1% | -2% | 0% | 2% | 1% | /
CCC(C)c1ccc(NC(=S)N2CCCC2)cc1 (configuration not stated) | -4% | 15µM* | -2% | 13µM* | ? | 27% | 26% | ? | -7% | ? | 8.9µM*
CCOC(=O)C(C(=O)OCC)C(C#N)c1ccccc1 (configuration not stated) | 9% | -1% | 1% | -11% | -5% | -7% | -1% | -12% | 1% | -2% | -19%
CCC(=O)c1ccc(Oc2nc3c(c(=O)n(C)c(=O)n3C)n2CC)cc1 | -1% | 5% | 3% | 21% | -2% | -2% | -3% | 3% | 5% | -10% | 16%
CCC(=O)N/N=c1/sc2ccccc2n1C | 9% | 2% | 46%[activator] | 0% | -4% | -1% | -4% | -2% | -1% | -1% | -6%

Screens deposited in PubChem by National Center for Advancing Translational Sciences (NCATS).
